Source: PubChem
DAGLB inhibitor = diacylglycerol lipase beta (human) inhibition; HEK293T DAGLB membrane lysate, EnzChek fluorogenic substrate; inhibition, % at 5.17 µM; actives 0.059% (n = 340,000); AID 504411; in the data active means inhibition above about 34%;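 further: 0% = enzyme with vehicle and 100% = wells lacking enzyme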
PvdQ inh = P. aeruginosa PvdQ acylase inhibition. purified PvdQ acylase, fluorescence plate reader. inhibition, % at 10 µM. actives 0.063% (n = 340,000). AID 488965; in the data active means inhibition above about 30%, passing the limit was not always enough;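 further: 0% = vehicle neutral wells and 100% = reference inhibitor wells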
Arr AP2 block = human beta-arrestin and AP2 interaction inhibition; actives 0.31% (n = 340,000); inhibition, % at 10 µM; FITC-arrestin peptide / GST-AP2 beads, flow cytometry; AP2 beta2 appendage carries R879A mutation; AID 504490;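 active means inhibition above a set limit, near 3 SD of compounds lacking own fluorescence, cut at about 54% in these data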;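 further: plate controls were DMSO wells for no effect and 5 µM unlabelled arrestin peptide for full effect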
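test system = AP2 appendage R879A on GSH beads | buffer or medium = PBS plus Tween 20 (0.05%) and BSA (0.1%) | incubation = 12 min plus 1 h, RT | detection = bead flow cytometry, FITC channel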
PKA-R2B activ = activates the human PKA-R2B holoenzyme complex; PKA-R2B holoenzyme dissociation, Cy5-IP20 fluorescence polarization; R2B truncated from residue 108, S112A mutant; 0% DMSO only, 100% 113 µM cGMP; P22694+P31323; AID 504700; activation, % at 11.4 µM; actives 0.079% (n = 340,000);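 active means activation above a cutoff set at the mean over all compounds plus 3 SD, cut at about 18% in these data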;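 further: higher means more holoenzyme dissociation and a rise in polarization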
C-LANA FP = inhibitors of KSHV LANA C-terminal domain DNA binding. actives 0.078% (n = 340,000). AID 504423. inhibition, % at 9 µM. MBP-C-LANA/FAM-LBS DNA binding, fluorescence polarization;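 active means highest replicate inhibition at or above 60% at 9 µM, even if other replicates fall short; inactive means all replicates below 60% inhibition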;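 further: 0% = neutral control wells and 100% = 4 µM acridine orange control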
SR-BI DiI-HDL act = activators of SR-BI mediated HDL lipid uptake; CHO ldlA[mSR-BI] cells, DiI-HDL uptake fluorescence, 3 h; 100 = double the neutral-control signal; activation, % at 12.5 µM; actives 0.096% (n = 320,000); AID 504775;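 active means mean replicate activation of at least 60% and every replicate at or above 60%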;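 further: 0% = median plate neutral-control signal and 100% = twice that signal; values of inactives mirror those of a sister screen read the other way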
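Material – SR-BI-overexpressing, LDLR-lacking CHO cells · Medium – BSA-supplemented, HEPES-buffered Ham's F12, pH 7.4 · Doses – single concentration · Times – compound with DiI-HDL co-incubation, 3 h at 37 °C · Measured by – bottom-read fluorescence, 550/595 nm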
NSD2 inh = inhibitors of human histone methyltransferase NSD2; O96028; NSD2 peptide methylation, AlphaScreen, 120 min; inhibition, % at 12.5 µM; actives 0.54% (n = 310,000); AID 743445; in the data active means inhibition above about 50%
Target sequence (O96028 whole entry, looked up): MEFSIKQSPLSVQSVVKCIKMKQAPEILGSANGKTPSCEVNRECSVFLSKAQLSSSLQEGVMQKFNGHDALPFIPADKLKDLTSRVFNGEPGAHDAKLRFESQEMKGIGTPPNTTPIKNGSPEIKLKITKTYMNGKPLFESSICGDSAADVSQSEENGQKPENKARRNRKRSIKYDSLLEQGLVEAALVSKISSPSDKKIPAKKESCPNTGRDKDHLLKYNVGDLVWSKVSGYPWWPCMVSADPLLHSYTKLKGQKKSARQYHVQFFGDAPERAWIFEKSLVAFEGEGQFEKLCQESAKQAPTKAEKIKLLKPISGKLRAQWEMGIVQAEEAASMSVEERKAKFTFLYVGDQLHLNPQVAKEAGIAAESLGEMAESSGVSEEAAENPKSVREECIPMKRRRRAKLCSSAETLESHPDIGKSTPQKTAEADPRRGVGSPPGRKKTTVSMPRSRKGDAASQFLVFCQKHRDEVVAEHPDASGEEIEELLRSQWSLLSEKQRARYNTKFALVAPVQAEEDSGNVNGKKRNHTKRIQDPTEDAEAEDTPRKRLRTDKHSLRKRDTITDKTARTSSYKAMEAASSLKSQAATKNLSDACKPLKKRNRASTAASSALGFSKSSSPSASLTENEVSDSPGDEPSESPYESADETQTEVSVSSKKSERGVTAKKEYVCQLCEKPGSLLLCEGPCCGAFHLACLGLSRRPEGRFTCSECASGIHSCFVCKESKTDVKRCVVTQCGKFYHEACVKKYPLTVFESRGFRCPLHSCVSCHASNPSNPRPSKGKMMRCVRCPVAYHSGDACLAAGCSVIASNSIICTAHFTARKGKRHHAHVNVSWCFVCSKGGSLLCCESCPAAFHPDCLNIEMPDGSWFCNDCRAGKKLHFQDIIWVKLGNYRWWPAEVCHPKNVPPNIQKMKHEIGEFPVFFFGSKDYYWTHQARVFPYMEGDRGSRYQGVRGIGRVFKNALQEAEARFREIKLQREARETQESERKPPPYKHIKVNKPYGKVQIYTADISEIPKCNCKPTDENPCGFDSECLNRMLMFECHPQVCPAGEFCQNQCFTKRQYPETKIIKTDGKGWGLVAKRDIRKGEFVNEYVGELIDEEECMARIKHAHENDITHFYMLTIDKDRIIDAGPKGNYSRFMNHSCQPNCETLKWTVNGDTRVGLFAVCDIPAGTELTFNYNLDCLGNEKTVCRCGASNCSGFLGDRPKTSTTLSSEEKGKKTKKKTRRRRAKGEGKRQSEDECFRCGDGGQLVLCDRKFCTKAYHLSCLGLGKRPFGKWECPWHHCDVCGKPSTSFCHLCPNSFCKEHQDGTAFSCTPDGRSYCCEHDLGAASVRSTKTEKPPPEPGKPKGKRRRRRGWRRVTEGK
SR-BI DiI inh = blocks mouse SR-BI lipid uptake from DiI-HDL. Q61009. ldlA[mSR-BI] CHO cells, DiI-HDL uptake fluorescence, 3 h. inhibition, % at 12.5 µM. actives 0.96% (n = 320,000);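 active means mean replicate inhibition of at least 70% and a set share of replicates each scoring 70 or more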;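 further: 0% = median of neutral control wells and 100% = median of positive control wells; values of inactives mirror those of a sister screen read the other way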
Cardiac RTF inh = cardiac RTF calcium desensitization; P19429+P45379; IANBD-labeled cardiac RTF, Ca2+ fluorescence; inhibition, % at 7.15 µM; actives 0.12% (n = 340,000);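 active means inhibition above the mean inhibition of all tested compounds plus 3 SD, cut at about 17% in these data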;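 further: assay run at fixed EC70 calcium of 1.6 mM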
Keap1 Nrf2 FP = Keap1-Nrf2 (human) interaction inhibition | Q14145 | Keap1 Kelch-Nrf2 peptide fluorescence polarization, 1536-well | inhibition, % at 9.4 µM | actives 0.15% (n = 340,000) | AID 504523; in the data active means inhibition above about 12%;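 further: human Keap1 Kelch domain with fluorescein labeled Nrf2 9mer peptide probe; 0% = neutral control wells and 100% = peptide positive control; higher means more block of Keap1 binding to Nrf2 peptide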
Starred values were filed as active, the others as inactive; · = not tested or not shown.

Screens by letter – A = DAGLB inhibitor; B = PvdQ inh; C = Arr AP2 block; D = PKA-R2B activ; E = C-LANA FP; F = SR-BI DiI-HDL act; G = NSD2 inh; H = SR-BI DiI inh; I = Cardiac RTF inh; J = Keap1 Nrf2 FP
O=C(NC12CC3CC(CC(C3)C1)C2)C1=COCCO1
  A = -1; B = -7; C = -4; D = 10; E = -0.8; F = 13; G = 1; H = -13; I = 1; J = -4

CCCCCN(C(=O)CCC(=O)OCC(=O)N(C)c1ccccc1)c1c(N)n(CCCC)c(=O)[nH]c1=O
  A = 5; B = 0; C = 40; D = 0; E = -1.5; F = -13; G = ·; H = 13; I = -15; J = -6

NS(=O)(=O)c1ccc(CCNC(=O)Cn2c(=O)c3cccn3c3cccnc32)cc1
  A = 1; B = -6; C = 12; D = 2; E = 0.8; F = -2; G = -1; H = 2; I = -10; J = -3

CC1CC(C)(C)NC(=S)N1CCC(=O)N1CCc2ccccc21 (centres undefined)
  A = 0; B = -5; C = 25; D = 11; E = -0.3; F = -4; G = -2; H = 4; I = 5; J = 1

COCCNC(=O)c1ccc(N2CC3CC(C2)c2cccc(=O)n2C3)c(NC(=O)c2c(F)cccc2F)c1 (centres undefined)
  A = 1; B = -3; C = -13; D = -1; E = 0.4; F = -2; G = -3; H = 2; I = -1; J = 1

CCCCOc1ccc(N=Cc2ccc[nH]2)cc1
  A = -1; B = -6; C = 1; D = -5; E = 0.0; F = -4; G = 5; H = 4; I = 1; J = 0

S=C(S)N1CCCC1
  A = 4; B = 10; C = -10; D = -8; E = -5.5; F = 15; G = ·; H = -15; I = 0; J = -1

COc1ccccc1NC(=O)Cn1nnc(-c2ccccc2NS(=O)(=O)c2ccccc2)n1
  A = 1; B = -14; C = 12; D = -8; E = 2.0; F = -50; G = -2; H = 50; I = -3; J = 0

O=C(c1ccco1)N1CCN(C(=S)NCc2ccc(F)cc2)CC1
  A = 2; B = -16; C = -21; D = 2; E = -0.4; F = -15; G = ·; H = 15; I = 2; J = 0

CC(=O)c1c(N2CCN(c3ccccc3)CC2)nc(=S)n(-c2ccccc2)c1C
  A = 1; B = -2; C = 5; D = -7; E = 1.7; F = -7; G = ·; H = 7; I = -12; J = -13

CCC1=C(OC(=O)N(CC)CC)N2C(=O)OC(=NCCOC)[C@]2(Cc2ccccc2)[C@H]2C1=CC[C@H]1C(=O)N(CC)C(=O)[C@H]12
  A = -1; B = -8; C = 2; D = -2; E = 0.3; F = 19; G = ·; H = -19; I = -4; J = -2

CN1CCN(C(=O)C2=C[C@@H](c3csc4ccccc34)C[C@@H](OCCCCO)O2)CC1
  A = 1; B = 3; C = 19; D = -6; E = -0.4; F = 23; G = ·; H = -23; I = 6; J = -5

CC(=O)NC(CC(=O)O)c1ccc([N+](=O)[O-])cc1 (centres undefined)
  A = -6; B = -1; C = -1; D = 4; E = 0.7; F = ·; G = -1; H = ·; I = -11; J = 0

O=C(COC(=O)Cc1n[nH]c(=O)c2ccccc12)Nc1c(Cl)cccc1C(F)(F)F
  A = -3; B = 0; C = 8; D = -10; E = 1.3; F = 11; G = 2; H = -11; I = -4; J = -6

CC(C)C[C@H](NC(=O)c1[nH]cnc1C(=O)N[C@@H](Cc1ccccc1)C(=O)OCc1ccccc1)C(=O)OCc1ccccc1
  A = -6; B = -4; C = -11; D = -6; E = 5.1; F = 14; G = ·; H = -14; I = 3; J = 1

CCOC1=NC(C(=O)O)c2ccccc2/C(=C(/C)Cl)N1 (centres undefined)
  A = -2; B = -20; C = 4; D = 2; E = 0.0; F = 4; G = -3; H = -4; I = -8; J = -3

C=CCn1c(=O)c(C(=O)OCC)c(O)c2ccccc21
  A = 0; B = -2; C = 21; D = 12; E = 0.3; F = 23; G = 0; H = -23; I = 1; J = 2

C/C(=N\NC(=O)Cn1cc([N+](=O)[O-])cn1)c1ccc(O)cc1
  A = -2; B = -12; C = 2; D = -4; E = -0.7; F = ·; G = -7; H = ·; I = -11; J = -4

CCOC(=O)C1(C)NC(c2cccs2)C2C(=O)N(c3ccccc3)C(=O)C21 (centres undefined)
  A = 1; B = 12; C = 36; D = 1; E = 0.5; F = 4; G = -2; H = -4; I = -18; J = 1

O=C(COC(=O)c1ccc(OC(F)F)cc1)NC(=O)NC1CCCC1
  A = 0; B = -11; C = -1; D = -18; E = 1.0; F = 7; G = 46; H = -7; I = -7; J = 3

O=C(NCCc1ccccc1)c1nccc2ccccc12
  A = -7; B = -3; C = 3; D = 1; E = 0.5; F = 58; G = ·; H = -58; I = -8; J = 0

O=C(/C=C/c1ccc(O)c(O)c1)OCCc1ccccc1
  A = 5; B = -8; C = 23; D = -12; E = 0.0; F = -28; G = ·; H = 28; I = 3; J = 3

Cc1cccc(N2CCN(C(=O)c3ccoc3C)CC2)c1C
  A = -1; B = -7; C = 2; D = -9; E = 0.5; F = -21; G = -3; H = 21; I = -8; J = 3

COC(=O)c1cccc(S(=O)(=O)N(Cc2ccco2)Cc2cc3ccc(OC)cc3[nH]c2=O)c1
  A = -8; B = -9; C = -1; D = -4; E = 0.7; F = -8; G = 1; H = 8; I = -8; J = 0

CCOc1ccc(C(=O)NCC(=O)OCCCOC(=O)CNC(=O)c2ccc(OCC)cc2)cc1
  A = -2; B = -9; C = -11; D = -10; E = -0.4; F = -22; G = 0; H = 22; I = -2; J = 1

O=C(NCc1ccco1)c1csc2c1CCCCC2
  A = -5; B = 3; C = 19; D = -7; E = 0.5; F = -19; G = -1; H = 19; I = -3; J = 4

Nc1ccccc1-c1nnc(SCc2ccccc2F)[nH]c1=O
  A = 8; B = -2; C = -1; D = 2; E = 0.7; F = 7; G = 2; H = -7; I = -1; J = 0

O=C(Cc1ccccc1)NCC(=O)OCC(=O)c1ccc(Cl)c([N+](=O)[O-])c1
  A = -2; B = 8; C = 9; D = 2; E = 0.0; F = 4; G = -2; H = -4; I = -3; J = 3

O=C(Cc1ccc(Cl)c(Cl)c1)Nc1ccccc1N1CCCC1
  A = -5; B = -19; C = 0; D = -4; E = -1.7; F = ·; G = 1; H = 35; I = -5; J = -4

Cn1nnnc1SCC(=O)c1ccc2c(c1)OCCO2
  A = -6; B = 12; C = 0; D = -4; E = -0.1; F = 50; G = -1; H = -50; I = 0; J = -4

COc1ccc(CCC(=O)OCC(=O)N(CC(C)C)c2c(N)n(Cc3ccccc3)c(=O)[nH]c2=O)cc1
  A = -2; B = -9; C = 1; D = -7; E = -1.4; F = -8; G = -2; H = 8; I = 1; J = -2

CC1CN(CCCCOc2ccc(C(C)C)cc2)CC(C)O1 (centres undefined)
  A = -2; B = -3; C = 13; D = -12; E = -1.7; F = -19; G = 9; H = 19; I = 1; J = -5

CC(C)NC(=O)c1cnn2c1NC(c1cccs1)CC2C(F)(F)F (centres undefined)
  A = 0; B = 12; C = 9; D = -16; E = 0.5; F = 20; G = -1; H = -20; I = 8; J = -5

COc1ccc(NC(=O)CN2CCN(CC(=O)Nc3ccccc3Cl)CC2)c(OC)c1
  A = -2; B = -9; C = 0; D = 4; E = -1.7; F = -34; G = -3; H = 34; I = -5; J = -1

COCCn1c(C)cc(C(=O)COC(=O)c2ccc3c(c2)NC(=O)CS3)c1C
  A = 2; B = 1; C = 9; D = 4; E = -0.4; F = -8; G = 4; H = 8; I = -16; J = -5

Cc1ccc(S(=O)(=O)N2CCN(C(=O)COC(=O)C3CCC3)CC2)cc1
  A = -2; B = 4; C = 33; D = -2; E = -0.3; F = 22; G = -3; H = -22; I = 2; J = -2

CC1CCCC(NC(=O)CN(C)CC(=O)Nc2ccc(F)cc2)C1C (centres undefined)
  A = -4; B = -13; C = -4; D = 5; E = -0.9; F = 16; G = 0; H = -16; I = -7; J = -3

Cc1ccc(S(=O)(=O)Nc2ccc(-n3cnnn3)cc2)cc1
  A = 1; B = 8; C = 14; D = -12; E = 2.3; F = 8; G = -2; H = -8; I = 3; J = -2

C=CCN(CC=C)C(=S)NC(=O)/C=C/c1ccc(OC)cc1
  A = -7; B = 7; C = 31; D = -13; E = -0.8; F = -3; G = 1; H = 3; I = -6; J = 2

O=C(CSc1n[nH]c(=O)[nH]c1=O)N/N=C/c1ccccc1
  A = 1; B = -9; C = 5; D = 1; E = -2.4; F = 52; G = -1; H = -52; I = -1; J = -4

Cc1cccc(NC(=S)NCCN2CCOCC2)c1C
  A = 2; B = 1; C = 8; D = -3; E = -1.5; F = 0; G = 3; H = 0; I = 9; J = -1

CCN(CC)c1ccc(/C=N/NC(=S)NCc2ccccc2)cc1
  A = 2; B = -9; C = -3; D = 3; E = 0.4; F = -22; G = 2; H = 22; I = 2; J = -5

O=C(c1nnc(-c2ccccc2)o1)C1CC1
  A = 1; B = -17; C = -2; D = 7; E = 0.5; F = 28; G = 3; H = -28; I = -12; J = 4

Cc1ccc(C(=O)N/C(=C\c2ccc(C(C)C)cc2)C(=O)NCCCN2CCOCC2)cc1
  A = 1; B = 4; C = -3; D = 8; E = 2.3; F = 24; G = -3; H = -24; I = -4; J = -3

CC(C)(CO)NS(=O)(=O)c1ccc2c(c1)C(=NO)c1cc(S(=O)(=O)NC(C)(C)CO)ccc1-2
  A = 1; B = -27; C = -12; D = 5; E = -0.6; F = -1; G = 4; H = 1; I = 3; J = -5

CC(C)CN(C(=O)COC(=O)/C=C/c1cccs1)c1c(N)n(Cc2ccccc2)c(=O)[nH]c1=O
  A = 2; B = -15; C = -8; D = 9; E = 0.1; F = -5; G = ·; H = 5; I = -1; J = -2

Arranged by molecular weight (descending): some entries from above
Screens by letter – A = DAGLB inhibitor; B = PvdQ inh; C = Arr AP2 block; D = PKA-R2B activ; E = C-LANA FP; F = SR-BI DiI-HDL act; G = NSD2 inh; H = SR-BI DiI inh; I = Cardiac RTF inh; J = Keap1 Nrf2 FP
COc1ccc(CCC(=O)OCC(=O)N(CC(C)C)c2c(N)n(Cc3ccccc3)c(=O)[nH]c2=O)cc1
  A = -2; B = -9; C = 1; D = -7; E = -1.4; F = -8; G = -2; H = 8; I = 1; J = -2

Cc1ccc(S(=O)(=O)N2CCN(C(=O)COC(=O)C3CCC3)CC2)cc1
  A = -2; B = 4; C = 33; D = -2; E = -0.3; F = 22; G = -3; H = -22; I = 2; J = -2

Cc1cccc(NC(=S)NCCN2CCOCC2)c1C
  A = 2; B = 1; C = 8; D = -3; E = -1.5; F = 0; G = 3; H = 0; I = 9; J = -1

Compounds were not picked by outcome. Share with any hit: about 2.1%.
